XIAP antagonists – small molecules displacing peptide from XIAP – biochemical, IAP family, fluorescence polarization (AID 1018); XIAP BIR domain, fluorescence polarization peptide displacement; higher % means a stronger effect; displacement, % at 20 µM, or IC50 in µM where a hit was titrated; 200,000 compounds, 0.007% hits; in the data active means displacement above about 50%; further: a part of the inactive calls stands beside numbers as strong as those of hits
LYP inhibition – PTPN22 lymphoid phosphatase activity blockers – biochemical, fluorescence intensity, uHTS (AID 1779); recombinant LYP phosphatase, fluorescence intensity; higher % means a stronger effect; inhibition, % at 11.5 µM; hits with a dose series show IC50 in µM; 290,000 compounds, 0.054% hits;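 further: plate controls were vehicle with enzyme for no effect and no enzyme for full effect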
TNAP activation fold – human TNAP enzyme activators, primary screen, biochemical, luminescent, no phosphate acceptor, uHTS (AID 1001). purified TNAP, luminescent activation assay, no phosphate acceptor; higher activation fold means a stronger effect. activation fold at 20 µM, or EC50 in µM where a hit was titrated. 200,000 compounds, 0.03% hits; in the data active means activation fold from about 3, or a potency from the dose series; inactive means the rest, 99 in 100 with activation fold below about 1.6; further: many of its hits are not listed in these tables
KOR beta-arrestin-1 – KOR antagonists, beta-arrestin recruitment, cell-based, luminescence, uHTS (AID 1778); inhibition, % at 10 µM; hits with a dose series show IC50 in µM; KOR beta-arrestin recruitment, luminescence, antagonist mode; higher % means a stronger effect; 290,000 compounds, 0.091% hits; further: strong numbers were not always called active
PMI inhibitors – MPI enzyme activity inhibition – biochemical, fluorescence intensity, coupled assay, primary screen (AID 1209); purified PMI enzyme, coupled fluorescence intensity; higher % means a stronger effect; one-dose inhibition, % at 20 µM; IC50 in µM for titrated hits; 190,000 compounds, 0.42% hits;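 further: plate controls were DMSO vehicle for no effect and wells lacking substrate for full effect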
PMI inhibition – MPI inhibition at elevated mannose 6-phosphate – biochemical, fluorescence intensity, high mannose 6-phosphate, primary screen (AID 1220). recombinant PMI enzyme, coupled fluorescence intensity; higher % means a stronger effect. inhibition, % at 20 µM, or IC50 in µM where a hit was titrated. 190,000 compounds, 0.66% hits
NOD1 inhibition – NOD1 signaling inhibitors, primary screen, cell-based, luminescence, uHTS (AID 1578); 290,000 compounds, 1% hits; inhibition, % at 4 µM; hits with a dose series show EC50 in µM; NOD1-driven NF-kB luciferase reporter cells, luminescence; higher % means a stronger effect; in the data active means inhibition mostly above about 36%, no sharp cut-off; inactive means mostly below about 34%;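 further: HEK-293T reporter cells stimulated with the NOD1 agonist gamma-tri-DAP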
KOR beta-arrestin-2 – kappa opioid receptor activators – cell-based, luminescence, uHTS, primary screen (AID 1777) | 280,000 compounds, 0.02% hits | KOR beta-arrestin recruitment, luminescence; higher % means a stronger effect | activation, % at 10 µM; hits with a dose series show EC50 in µM; in the data active means activation above about 50%, passing the limit was not always enough; further: a part of the inactive calls stands beside numbers as strong as those of hits
HEK293 NOD2/NF-kB – NOD2 signaling inhibitors, cell-based, luminescence, uHTS, HEK293 (AID 1566); HEK293 NOD2/NF-kB luciferase reporter, luminescence; higher % means a stronger effect; inhibition, % at 4 µM, or EC50 in µM where a hit was titrated; 290,000 compounds, 0.63% hits; further: many of its hits are not listed in these tables
Active calls of the source: *; / = no result given; [ ] = another dose, or the depositor's remark. Unless noted, no stated cut-off is given here; in the data, active means inhibition above about 50%; inactive means the rest. An excerpt (hit frequency here may not be typical).

The opening 5 entries, ahead of the listing:
SMILES | XIAP antagonists | LYP inhibition | TNAP activation fold | KOR beta-arrestin-1 | PMI inhibitors | PMI inhibition | NOD1 inhibition | KOR beta-arrestin-2 | HEK293 NOD2/NF-kB
Cc1ccc(F)c(CNC(=O)C2CCC(=O)N(CCCN3CCCC3=O)C2)c1F (configuration not stated) | / | -4% | / | 0% | / | / | -16% | 4.2% | 9%
CC(=O)Nc1ccc(S(=O)(=O)NCCCc2ccccc2)cc1 | / | -7% | / | -17%[20 µM] | / | / | -3% | -2.9% | 6%
O=C(NCc1ccco1)c1ccc(CNc2c(N3CCCCC3)c(=O)c2=O)cc1 | -1.0% | 0% | 1.1 | 16% | -3% | -7% | -30% | -1.2% | 17%
Cc1ccccc1N1CCN(C(=O)CN2C(=O)c3ccccc3C2=O)CC1 | -4.5% | 4% | 1 | 32% | 20% | 9% | -15% | -2.8% | 0%
Cc1cc(C)nc(SCc2nnc(SCc3ccc([N+](=O)[O-])cc3)n2Cc2ccco2)n1 | -3.0% | -2% | 1.1 | 20% | 20% | 11% | -24% | -1.8% | 5%

The listing, previewed entries included:
SMILES | XIAP antagonists | LYP inhibition | TNAP activation fold | KOR beta-arrestin-1 | PMI inhibitors | PMI inhibition | NOD1 inhibition | KOR beta-arrestin-2 | HEK293 NOD2/NF-kB
Cc1ccc(F)c(CNC(=O)C2CCC(=O)N(CCCN3CCCC3=O)C2)c1F (configuration not stated) | / | -4% | / | 0% | / | / | -16% | 4.2% | 9%
CC(=O)Nc1ccc(S(=O)(=O)NCCCc2ccccc2)cc1 | / | -7% | / | -17%[20 µM] | / | / | -3% | -2.9% | 6%
O=C(NCc1ccco1)c1ccc(CNc2c(N3CCCCC3)c(=O)c2=O)cc1 | -1.0% | 0% | 1.1 | 16% | -3% | -7% | -30% | -1.2% | 17%
Cc1ccccc1N1CCN(C(=O)CN2C(=O)c3ccccc3C2=O)CC1 | -4.5% | 4% | 1 | 32% | 20% | 9% | -15% | -2.8% | 0%
Cc1cc(C)nc(SCc2nnc(SCc3ccc([N+](=O)[O-])cc3)n2Cc2ccco2)n1 | -3.0% | -2% | 1.1 | 20% | 20% | 11% | -24% | -1.8% | 5%
c1ccc(Cn2nnc3c(Nc4ccc5c(c4)OCO5)nc(C4CC4)nc32)cc1 | -7.7% | 2% | 1.1 | -66% | 15% | 10% | 17% | 8.8% | 8%
O=C(O)c1cnn(-c2ccccc2)c1-c1ccccc1 | -5.0% | -3% | 1.1 | -36% | 3% | 4% | -4% | -1.4% | 12%
COC(=O)N=Nc1c(O)n(Cc2ccccc2)c2ccccc12 | / | -4% | / | 17% | / | / | 2% | 2.6% | 5%
CCCCN1CC(O)=C(c2nc(-c3ccc(Br)cc3)cs2)C1=N | / | -6% | / | -9% | / | / | -10% | 3.7% | -7%
Cn1ncc(Br)c1C(=O)O | -6.2% | 2% | 1.1 | 28% | -17% | -15% | -33% | -3.4% | 1%
COc1ccccc1N1C(=O)C=C(Sc2nc(C)cc(C)n2)C1=O | / | -6% | / | 28% | / | / | 3% | -2.9% | 19%
O=C(COC(=O)CCOc1ccccc1)NCc1ccco1 | -4.4% | -7% | 1.2 | 0% | 7% | 7% | -14% | -8.7% | -6%
O=C(NC(=S)Nc1nc(-c2ccc(Br)cc2)cs1)c1ccco1 | -7.9% | -5% | 0.9 | -12% | -11% | -11% | 0% | -3.6% | -3%
CCOC(=O)c1[nH]cnc1C(=O)Nc1ccc(Cl)cc1 | -6.2% | -6% | 1.3 | -27% | 17% | 1% | -30% | -5.0% | 12%
COC(=O)Nc1ccc2c(c1)OCO2 | -0.3% | -4% | 1.1 | 6% | -13% | 16% | -1% | -0.5% | 10%
O=C(Cc1ccc(NC2=NC3CS(=O)(=O)CC3S2)cc1)NCc1ccccc1 (configuration not stated) | / | -11% | / | 13%[20 µM] | / | / | -8% | -2.5% | 14%
CCOc1ccc(NC(=O)NNC(=O)c2ccc(CC)s2)cc1 | -10% | -6% | 1.1 | -56%[20 µM] | 1% | 1% | 25% | -3.1% | 18%
CCCCC(=O)Nc1ccccc1Oc1ccccc1 | -7.0% | 6% | 1.2 | -15% | 2% | -8% | -30% | 2.9% | -9%
COc1ccc(NC(=O)Cn2nc(C)c3ccccc3c2=O)cc1 | / | -8% | / | -38%[20 µM] | / | / | -24% | -0.6% | 5%
Cc1cccc(NC(=O)C2CCN(S(=O)(=O)c3ccc4c(c3)C(C)(C)C(=O)N4C)CC2)c1C | / | -2% | / | 17%[20 µM] | / | / | -15% | -6.1% | 14%
Clc1ccc(-n2ncc3c(N4CCCCCC4)ncnc32)cc1 | -3.7% | -2% | 1 | -1% | 9% | 10% | 78%* | -4.2% | 71%*
COc1cccc(C(=O)N2CCCC(c3nc(-c4cccs4)no3)C2)c1 (configuration not stated) | 0.5% | 1% | 1.1 | 18% | 10% | 14% | -17% | -2.6% | 4%
O=C(NCCN1CCOCC1)C(=O)NCc1ccco1 | -7.0% | -6% | 1 | 27%[20 µM] | 3% | -4% | -37% | / | 8%
COc1ccc(C(=O)CSc2nnc(Cn3cnc4ccccc43)o2)cc1 | -1.0% | -8% | 0.9 | 28% | -2% | 4% | 40% | 6.2% | 48%
Cc1ccc(S(=O)(=O)N2CCC(C(=O)N3CCN(c4ccccn4)CC3)CC2)cc1 | / | -4% | / | 24% | / | / | 1% | 2.5% | 40%
CCn1c(=S)sc2c(=O)n(-c3ccccc3)c(SC)nc21 | -6.4% | -8% | 1.1 | -6% | 14% | 13% | 16% | -2.4% | 11%
CCc1nnc(N2C(=O)c3ccc(Oc4ccc([N+](=O)[O-])cc4)cc3C2=O)s1 | -4.0% | -2% | 1 | -24% | -1% | -4% | -8% | -2.1% | -1%
Cc1ccc(NC(=O)Nc2ccc3c(c2)CCC3)cc1C | / | -8% | / | -20% | / | / | -25% | 0.1% | -15%
CC1(C)OC2OC(COC(=O)c3ccccc3)C3OC(C)(C)OC3C2O1 (configuration not stated) | -0.2% | 4% | 1 | 11% | 3% | -6% | -18% | 0.3% | -7%
CC(=O)Nc1cccc(/C(C)=N/NC(=O)c2ccc(NS(=O)(=O)c3cccs3)cc2)c1 | / | -2% | / | 10% | / | / | -4% | -4.0% | -3%
CCSc1nc2c(c(=O)n1CC)SC(C)C2 (configuration not stated) | -2.2% | -7% | 1.1 | 9% | 7% | 4% | -14% | -0.8% | 0%
S=c1[nH]c2ccc(Cl)cc2[nH]1 | 1.8% | -4% | 1.1 | 15% | 50%* | 29% | -10% | -8.0% | 13%
Cc1c(NC(=O)COC(=O)C2(c3ccccc3F)CCCC2)c(=O)n(-c2ccccc2)n1C | -8.2% | -3% | 1.1 | 1% | 18% | 2% | -26% | -6.7% | 20%
O=C(Nc1ccc2c(c1)OCO2)C1CCN(S(=O)(=O)c2cccc3cccnc23)CC1 | -6.4% | -8% | 1.1 | 9% | 10% | 12% | 14% | 6.5% | 5%
O=C(NCc1ccccc1C(F)(F)F)C12CN(Cc3ccccc3)CC1C(c1ccc([N+](=O)[O-])cc1)=NO2 (configuration not stated) | -2.4% | 6% | 0.8 | -35% | -1% | -8% | 36% | 4.8% | -11%
Cc1nn(C)cc1S(=O)(=O)NCc1ccccc1Cl | / | -2% | / | -19% | / | / | -31% | -5.9% | 4%
O=C(NCCCn1ccnc1)NC(C(F)(F)F)C(F)(F)F | -3.7% | -4% | 1.1 | -49% | 13% | 8% | 4% | -0.6% | -11%
CCOc1ccc(NC(=O)NCCCn2c(C)nc3cc(C)c(C)cc32)cc1 | -7.2% | -13% | 1.2 | -21% | 15% | 3% | 17% | 1.1% | 18%
CCOc1ccc2[nH]c(=O)c(CN(CCO)Cc3nnnn3CCc3ccccc3)cc2c1 | -2.7% | -1% | 1.1 | -21% | -11% | -15% | -2% | 3.1% | 4%
Fc1ccc(N2CCN(C(=S)NCc3ccco3)CC2)cc1 | -5.4% | -7% | 1.1 | -22% | 5% | 6% | -19% | -1.2% | -4%
CN(C)S(=O)(=O)N1CCc2ccc(NC(=O)C3CCCO3)cc2C1 (configuration not stated) | / | -11% | / | 0% | / | / | -5% | 4.8% | 10%
Cc1ccccc1Cn1nc(C)c(NC(=O)c2cc(-c3ccco3)on2)c1C | -5.3% | -5% | 1 | -1% | 0% | -8% | 0% | -5.3% | 14%
CCOC(=O)c1c(C)[nH]c(C(=O)Cn2nnc(-c3ccc(Cl)cc3)n2)c1C | 1.3% | -4% | 1.1 | -120% | -9% | -8% | -78% | 43% | -12%
c1ccc(CN2CCC(=NNc3nc4ccccc4[nH]3)CC2)cc1 | -5.7% | -8% | 1.9 | 11% | -60% | -35% | -35% | -1.9% | -10%
CN(C)N1C(N)=C(C#N)C(c2ccccc2)C2=C1CC(C)(C)CC2=O (configuration not stated) | / | -5% | / | -4% | / | / | -3% | -1.1% | 4%
CC(C)(C)c1ccc(S(=O)(=O)NCCc2ccncc2)cc1 | -2.4% | -3% | 1.1 | 5% | 0% | 0% | -21% | 1.1% | -4%
N#C/C(=C\c1ccc(-c2cccc([N+](=O)[O-])c2)o1)C(=O)NCCN1CCOCC1 | -9.4% | -8% | 0.9 | -13% | -2% | 3% | -12% | -0.6% | -19%
COC(=O)COc1ccc(S(=O)(=O)Nc2ccc(C(N)=O)cc2)cc1C | -13% | 7% | 1.1 | -38% | 1% | -1% | -3% | 0.4% | 3%
O=S(=O)(c1cnc(Cl)c(Br)c1)N1CCc2ccccc21 | / | -2% | / | 5% | / | / | 1% | 3.0% | 13%
COc1cccc(CNC(=O)CSCc2cnn(-c3ccccc3)c2-n2cccc2)c1 | -21% | 0% | 1.1 | 11% | 9% | 4% | 20% | 2.9% | 3%
Cn1cc(SCC(=O)NC2CCCCC2)c2ccccc21 | / | -10% | / | -1% | / | / | -24% | -4.7% | -3%
CN(c1ccccc1)S(=O)(=O)c1ccc(-c2ccccc2)cc1 | / | -6% | / | 4% | / | / | -8% | 2.4% | -9%
Cc1nc(SCc2cccc(F)c2)c2oc3ccccc3c2n1 | / | 2% | / | 35% | / | / | -9% | -2.3% | 13%
CC(=O)Nc1ccc(S(=O)(=O)NCCOc2ccc(Cl)cc2C)cc1 | -2.6% | 0% | 1.1 | -5% | 9% | 2% | 1% | -1.1% | 13%
Oc1ccc2ccccc2c1CN1CCN(C/C=C/c2ccccc2)CC1 | / | -11% | / | -7% | / | / | -8% | -2.7% | 3%
COc1cc(CN(C)CC(=O)c2[nH]c(C)c(C(C)=O)c2C)ccc1OC(F)F | -2.8% | 0% | 1.1 | -39% | -12% | -45% | 28% | -2.0% | 22%
COc1ccc2c(c1)C1NC(=S)NC(C)(O2)C1C(=O)Nc1ccc(Cl)cc1 (configuration not stated) | -8.8% | -3% | 1.1 | -27% | 2% | -2% | 0% | -4.6% | 5%
O=C(Cc1ccc(Cl)cc1)NNc1c(F)c(F)cc(F)c1F | -4.0% | -4% | 1.1 | 28% | 10% | 6% | -9% | -0.1% | 15%
Cc1cc(C)n(-c2nc(-c3ccc(Cl)cc3)cs2)n1 | -6.3% | -7% | 1.1 | 35% | -2% | -4% | -48% | -0.6% | -11%
COc1cccc(NC(=O)c2nc(S(C)(=O)=O)ncc2Cl)c1 | / | -5% | / | 1% | / | / | 12% | 6.1% | 24%
CCCCCc1c(C)nc(N2CCc3ccccc32)[nH]c1=O | -4.6% | -6% | 1 | -3% | -24% | -33% | -10% | 2.5% | 20%

Bioassay records: PubChem, Sanford-Burnham Center for Chemical Genomics
